HTR1E antagonist: antagonists of human 5-HT1E serotonin receptor; P28566; CHO 5-HT1E Ga15 NFAT-bla reporter, FRET, antagonist; inhibition, % at 6 µM; 65,000 compounds, 0.99% hits;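 active means inhibition above a set limit, the mean inhibition across every tested compound plus 3 SD, cut at about 29% in these data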;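 further: signal is the 460 over 535 nm emission ratio of beta-lactamase substrate; 0% = agonist plus DMSO wells and 100% = wells without agonist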
5HT1E ag: agonists of human 5-HT1E serotonin receptor | P28566 | CHO 5-HT1E Ga15 NFAT-bla reporter, FRET; 0% DMSO wells, 100% control agonist wells | activation, % at 6 µM | 65,000 compounds, 0.69% hits | AID 574;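 active means activation above a set limit, the screen-wide mean activation plus 3 SD, cut at about 8.5% in these data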;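 further: 100% = positive control agonist at 1 µM giving full maximal response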
S1P3 ag: agonists of human S1P3 receptor | Q99500 | S1P3 NFAT-BLA reporter cells, agonism, FRET ratio; relative to 1 µM S1P, basal subtracted | activation, % at 4.5 µM | 60,000 compounds, 0.1% hits | AID 373;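 active means activation above the screen-wide mean plus 3 SD, cut at about 4.5% in these data, passing the limit was not always enough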; further: some compounds called inactive have numbers as strong as hits
Target sequence (Q99500 whole entry, looked up): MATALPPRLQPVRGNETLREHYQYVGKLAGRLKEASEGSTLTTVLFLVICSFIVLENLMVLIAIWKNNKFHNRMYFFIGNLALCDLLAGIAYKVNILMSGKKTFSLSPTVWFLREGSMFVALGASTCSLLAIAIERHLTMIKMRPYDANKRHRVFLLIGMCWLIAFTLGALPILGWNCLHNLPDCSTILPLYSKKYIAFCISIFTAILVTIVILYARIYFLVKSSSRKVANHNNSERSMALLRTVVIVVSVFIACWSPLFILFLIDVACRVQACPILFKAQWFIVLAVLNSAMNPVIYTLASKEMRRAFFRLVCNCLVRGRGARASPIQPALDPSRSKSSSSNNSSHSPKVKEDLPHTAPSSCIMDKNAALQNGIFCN
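material = human S1P3 NFAT-BLA reporter CHO cells | schedule = 4 h compound at 37 °C, 2 h substrate at RT | measured by = fluorescent BLA substrate, ex 405 nm, em 460/535 nm ratio | controls = 1 µM S1P reference | replication = primary once, confirmation triplicate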
Jurkat viability: cytotoxic compounds reducing Jurkat cell viability. Jurkat E6.1 viability, ATP luminescence, 48 h. inhibition, % at 4 µM. 56,000 compounds, 1.2% hits. AID 463;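 active means inhibition above the mean inhibition of all tested compounds plus 3 SD, cut at about 28% in these data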
S1P1 ag-PAM: activates or potentiates agonism at human S1P1 receptor; P21453; S1P1 CRE-bla cells, forskolin, beta-lactamase FRET, potentiator mode; S1P1 agonist co-added at EC20, 2 nM; 100% = saturating reference agonist, 0% = basal; activation, % at 9.5 µM; 56,000 compounds, 0.57% hits; AID 449;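 active means activation above a cutoff set at the mean activation of all tested compounds plus 3 SD, cut at about 54% in these data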;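 further: forskolin at 4 µM as EC80 and the EC20 agonist is SEW2871; 100% = SEW2871 at its EC100 plus forskolin at EC80; some compounds past the cut are filed as inactive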
Target sequence (P21453 whole entry, looked up): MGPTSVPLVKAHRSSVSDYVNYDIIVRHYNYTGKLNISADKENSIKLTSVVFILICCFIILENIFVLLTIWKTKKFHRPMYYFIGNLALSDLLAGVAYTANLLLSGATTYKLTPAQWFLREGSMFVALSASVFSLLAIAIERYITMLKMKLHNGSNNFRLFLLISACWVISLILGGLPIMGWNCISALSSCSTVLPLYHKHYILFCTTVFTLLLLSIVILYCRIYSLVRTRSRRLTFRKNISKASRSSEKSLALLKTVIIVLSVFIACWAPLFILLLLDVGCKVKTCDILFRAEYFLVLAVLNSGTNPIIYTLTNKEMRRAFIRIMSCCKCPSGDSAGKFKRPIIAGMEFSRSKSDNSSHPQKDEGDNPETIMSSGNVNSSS
HER2 expr 66K: Her2 kinase expression inhibition | SKBR-3 HER2 protein level, AlphaScreen, 18-24 h; stronger effect = lower value | HER2 level % of control, % at 10 µM | 65,000 compounds, 0.69% hits | AID 645 | P04626;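 active means HER2 level under 5% of the carrier-only control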;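 further: 100% = DMSO carrier and 0% = 500 nM PU-H71 HSP90 inhibitor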
M1 antag: M1 muscarinic receptor (rat) antagonism; CHO-M1 cells, Fluo-4 calcium, ACh EC80 antagonist mode; stronger effect = lower value; B-score at 10 µM; 64,000 compounds, 3.4% hits;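 active means calcium fluorescence response, raw or row-and-column corrected B-score, differing from the plate sample mean either way at a set confidence level, mostly lower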
HEK293 NFkB inh: lowers PMA/ionomycin-induced NF-kB signal in HEK293 cells; HEK-293 NF-kB luciferase reporter, luminescence; inhibition, % at 3 µM; AID 465; 62,000 compounds, 0.21% hits;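 active means inhibition above the mean of all tested compounds plus 3 SD, cut at about 40% in these data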;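 further: 0% = stimulated DMSO wells and 100% = 10 µM reference inhibitor 5653914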
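System – HEK-293 cells with stable firefly luciferase reporter driven by four HIV NF-kB elements · Doses – one dose, 3 µM · Schedule – 1 h compound pre-incubation, 16 h PMA/ionomycin at 37 °C · Technique – luminescence from luciferase substrate reagent · Measure – percent inhibition normalized per plate to DMSO and reference-inhibitor controls · Replicates – tested once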
M1 ag: M1 muscarinic receptor agonism | CHO-M1 cells, Fluo-4 calcium fluorescence, agonist mode; stronger effect = higher value | B-score at 10 µM | 64,000 compounds, 3% hits;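 active means fluorescence rise, raw or as B-score row- and column-corrected plate score, outside the 99.7% band of its plate's samples, either direction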
* = called active by the depositor; · = no result given.

Structure | HTR1E antagonist | 5HT1E ag | S1P3 ag | Jurkat viability | S1P1 ag-PAM | HER2 expr 66K | M1 antag | HEK293 NFkB inh | M1 ag
CSc1nnc(-c2ccncc2)n1CCCN1CCCC1=O | -10 | 0.7 | -0.6 | 8 | -7 | 92 | 0.049 | 5 | -0.2
CCOc1ccc(OCC)c(NC(=O)CC2Oc3ccc(C)cc3NC2=O)c1 (centres undefined) | 3 | 1.2 | -1.3 | 12 | -14 | 82 | 0.033 | 5 | -0.049
COc1ccccc1NC(=O)N(Cc1ccccc1)C1=NCC(C)S1 (centres undefined) | 16 | -1.0 | -0.4 | 4 | 17 | 80 | 0.86 | 13 | -2.1
C=CCOc1c(Cl)cc(C2NC(=O)NC(C)=C2C(=O)OC)cc1Cl (centres undefined) | -3 | 0.4 | -0.6 | 5 | -4 | 101 | 0.19 | 13 | -0.43
COc1ccc(S(=O)(=O)C(C#N)c2nc3ccccc3nc2N2CCCC(C)C2)cc1 (centres undefined) | 1 | 0.7 | -0.1 | -4 | -11 | 102 | 1.6 | 8 | 0.99
CCOC(=O)CSc1nnnn1-c1cc(OC)c(Cl)cc1OC | -1 | -0.2 | 0.4 | -1 | -6 | 70 | 0.3 | 13 | 0.77
CCCCCn1c(CN2CCN(Cc3ccccc3)CC2)nc2c1c(=O)[nH]c(=O)n2C | 5 | 0.8 | -0.3 | 5 | -15 | 135 | 0.061 | 11 | 1.2
CC1CC(=O)N(CC(=O)NCc2ccc3c(c2)OCO3)c2ccccc2S1 (centres undefined) | 4 | -1.6 | -0.9 | 0 | -9 | 97 | -0.26 | -6 | -0.71
O=C(CC1NC(=O)NC1=O)NC1(C(=O)NC2CCCCC2)CCCCC1 (centres undefined) | -2 | 0.6 | · | · | · | 72 | -1.3 | 1 | -0.22
COC(=O)c1ccccc1NC(=O)c1cc(-c2cccs2)on1 | -10 | -0.4 | -0.1 | -7 | -19 | 50 | -2.6* | -6 | -1.3
Cn1c(NC(=O)c2cccc(Cn3cc(Cl)cn3)c2)nc2ccccc21 | -10 | 1.8 | -0.6 | 2 | 39 | 91 | 0.35 | -20 | 0.082
COc1cccc(N=C2SC(C(=O)Nc3ccc(F)cc3)CC(=O)N2C)c1 (centres undefined) | 7 | -0.1 | -0.7 | -4 | -16 | 75 | -0.57 | 2 | 0.085
CCC(=O)N1CCN(c2nc(C)nc3sc(C)c(C)c23)CC1 | 4 | 0.1 | -1.1 | 7 | -2 | 93 | 0.31 | 18 | 0.45
C=CCn1c(COc2cccc3cccnc23)nnc1SCC(=O)OC | 1 | -1.1 | · | · | · | 86 | -0.085 | 11 | 0.42
O=C(c1cn(-c2ccccc2)nc1-c1ccc(F)cc1)N1CCOCC1 | 15 | -1.3 | -0.3 | -5 | -1 | 87 | · | 16 | ·
CC1CCCN(C(=O)Cn2c(-c3nonc3N)nc3ccccc32)C1 (centres undefined) | 3 | 1.0 | -0.8 | 1 | -4 | -24* | -0.21 | 20 | -0.22
CCOc1ccccc1N(CC)C(=O)Cn1ncc2c(=O)oc3ccccc3c21 | -11 | -0.4 | -1.6 | 2 | 11 | 99 | -0.33 | 12 | 0.59
CCOC(=O)CCc1c(C)nc(SCCN2CCCC2)c(C#N)c1C | 5 | 0.3 | -0.5 | -4 | 15 | 91 | -0.099 | 10 | -0.66
CC1CCN(c2c(NCc3ccc(C(=O)NCC4COc5ccccc5O4)cc3)c(=O)c2=O)CC1 (centres undefined) | -2 | 0.6 | -0.5 | -1 | -4 | 91 | 0.39 | -6 | -0.076
Cc1nc(SCc2nnc(-c3ccc(Cl)cc3)o2)c2c3c(sc2n1)CCC3 | 3 | -0.3 | 0.7 | -4 | -3 | 109 | -0.32 | 7 | 0.2
Cc1cc2occ(CC(=O)NC3=NCCS3)c2cc1C(C)C | -6 | -0.6 | -0.3 | 2 | 5 | 57 | 0.29 | 1 | -0.56
COCc1cc(C)nc(SCC(=O)NCc2ccco2)c1C#N | 11 | -0.4 | -0.3 | 5 | -7 | 114 | 0.43 | 12 | 0.14
CCCOC(=O)c1ccc(Oc2cn[nH]c2-c2ccc(OCC)cc2O)cc1 | -12 | 0.2 | 0.8 | 12 | -15 | 87 | -0.12 | 6 | -0.36
N#CCSc1nnc2sc3ccccc3n12 | 3 | 0.0 | -0.2 | 2 | -11 | 94 | 0.063 | 2 | 0.067
COc1ccc2[nH]c(=O)c(CN(C(=O)NC3CCCCC3)C3CCCC3)cc2c1 | -8 | 0.5 | 2.3 | 7 | 3 | 79 | 0.99 | 23 | 0.42
N#CCCN(CC(=O)O)S(=O)(=O)c1ccccc1 | -5 | -0.3 | -0.2 | 1 | -16 | 74 | -0.055 | 6 | -0.33
CC1CCCCC1NC(=O)c1cc2c(s1)CS(=O)(=O)C2 (centres undefined) | -11 | 0.1 | 1.1 | 7 | -22 | 121 | 0.14 | -2 | 0.057
COC(=O)c1sc(=S)n(-c2cccc(Cl)c2)c1N | -1 | 0.0 | · | · | · | 111 | 0.74 | -1 | 0.18
CC(=O)c1cc2c(cc1NC(=O)CSc1nc3ccccc3o1)OCO2 | 14 | -1.1 | -0.4 | 4 | 0 | 131 | -0.49 | 26 | 0.13
CCOC(=O)C1=C(C)NC2=C(C(=O)c3ccccc32)C1c1cccnc1 (centres undefined) | 14 | -0.7 | -0.7 | 13 | · | 87 | 0 | -5 | 1.7

Three entries from above in another layout:
COc1ccc(S(=O)(=O)C(C#N)c2nc3ccccc3nc2N2CCCC(C)C2)cc1 (centres undefined)
  HTR1E antagonist: 1 | 5HT1E ag: 0.7 | S1P3 ag: -0.1 | Jurkat viability: -4 | S1P1 ag-PAM: -11 | HER2 expr 66K: 102 | M1 antag: 1.6 | HEK293 NFkB inh: 8 | M1 ag: 0.99

CCOC(=O)CSc1nnnn1-c1cc(OC)c(Cl)cc1OC
  HTR1E antagonist: -1 | 5HT1E ag: -0.2 | S1P3 ag: 0.4 | Jurkat viability: -1 | S1P1 ag-PAM: -6 | HER2 expr 66K: 70 | M1 antag: 0.3 | HEK293 NFkB inh: 13 | M1 ag: 0.77

CCCCCn1c(CN2CCN(Cc3ccccc3)CC2)nc2c1c(=O)[nH]c(=O)n2C
  HTR1E antagonist: 5 | 5HT1E ag: 0.8 | S1P3 ag: -0.3 | Jurkat viability: 5 | S1P1 ag-PAM: -15 | HER2 expr 66K: 135 | M1 antag: 0.061 | HEK293 NFkB inh: 11 | M1 ag: 1.2

(more compounds)
Structure | HTR1E antagonist | 5HT1E ag | S1P3 ag | Jurkat viability | S1P1 ag-PAM | HER2 expr 66K | M1 antag | HEK293 NFkB inh | M1 ag
O=C(Nc1ccccc1)N(O)c1ccc(Cl)cc1 | 4 | -0.5 | -1.3 | 1 | -16 | 72 | -1.2 | 1 | -0.99
O=C(Cc1cccs1)Nc1ccccc1C(=O)O | -8 | 0.9 | -1.0 | -5 | -4 | 106 | 0.66 | 2 | 0.3
COCCNc1cc(C)nc2ccccc12 | 10 | -0.3 | -0.9 | -9 | -9 | 82 | -0.17 | 7 | -0.0072
O=C(CCN1CCCCC1)c1ccc2c(c1)OCCO2 | 23 | 0.3 | 0.0 | -1 | 20 | 85 | -0.79 | 4 | 0.078
COC(=O)COc1ccc(S(=O)(=O)Nc2ccc3c(c2)OCO3)cc1Cl | 6 | -1.3 | -1.4 | 1 | -2 | 96 | -1.1 | 18 | -0.74
O=C(Cn1ncc2c(=O)oc3ccccc3c21)NCCC1=CCCCC1 | -1 | -0.9 | -0.8 | -1 | -24 | 101 | 1.9 | 12 | -0.52
COc1cccc(C(C#N)N2CCCCC2)c1O (centres undefined) | -1 | -0.5 | 0.1 | 0 | -2 | 136 | · | 24 | ·
Cc1occc1C(=O)N1CCN(S(C)(=O)=O)CC1 | 11 | 2.3 | -0.2 | -1 | 17 | 105 | 2.5 | 0 | -0.031
CC(=O)Nc1cccc(N2CCCC2=O)c1 | -2 | -1.1 | -0.3 | -5 | · | 90 | · | 12 | ·
CCOC(=O)c1cc(C)n(S(=O)(=O)c2ccc(C)cc2)c1C | 6 | 0.2 | -0.8 | 6 | -2 | 89 | -0.029 | 15 | 0.66
O=C(CCSc1nc(-c2ccco2)cc(C(F)(F)F)n1)NCc1ccccn1 | 4 | -0.9 | -1.0 | -4 | -1 | 108 | 0.51 | 5 | -0.032
COc1cccc(C(C(=O)NC(C)(C)C)N(C(=O)CCC(=O)Nc2cc(C)on2)C2CC2)c1OC (centres undefined) | -2 | 1.1 | 0.9 | -9 | -4 | 110 | 0.66 | 6 | -0.24
COc1ccc(CCNC(=O)CN(C2CCCCC2)S(C)(=O)=O)cc1OC | 2 | -0.3 | -0.3 | 1 | · | 83 | · | 9 | ·
Cc1ccc(S(=O)(=O)N(C)CC(=O)Nc2nc3ccccc3s2)cc1 | 2 | -1.2 | -0.8 | -1 | 10 | 309 | -0.099 | 7 | -1.8
CCCCCn1c(N2CCC(C(N)=O)CC2)nc2c1c(=O)[nH]c(=O)n2C | -2 | 0.2 | -0.5 | 6 | -20 | 109 | 0.24 | 17 | 0.44
COc1ccc(NC(=O)CN(C)S(=O)(=O)c2ccc3c(c2)OCCO3)c2ncccc12 | -13 | 0.1 | 0.5 | -6 | -8 | 91 | -0.43 | 28 | -0.12
CC1=C(C(=O)Nc2ccccc2)C(c2cccs2)C(C#N)=C(SCC#N)N1 (centres undefined) | 4 | -0.3 | -0.3 | 8 | 17 | 96 | -0.94 | -1 | -1.4
COc1ccc(-c2ccc(=O)n(CC(=O)Nc3cccc(O)c3)n2)cc1OC | 19 | 0.6 | -0.2 | 1 | -24 | 67 | 0.0071 | 13 | -0.44
COc1ccc(Br)cc1S(=O)(=O)N1CCN=C1C | -4 | -1.0 | 0.6 | 2 | -1 | 111 | -0.36 | 19 | -0.19
O=C(C1CCCN(S(=O)(=O)c2cccnc2)C1)N1CCn2c1nc1ccccc12 (centres undefined) | -13 | 1.7 | -1.5 | 2 | -11 | 101 | 0.31 | 14 | -1.6
O=C(CSc1nc2[nH]ncc2c(=O)n1-c1ccccc1)c1ccc2c(c1)OCCO2 | -3 | 2.1 | -0.9 | -4 | · | 75 | -0.46 | -2 | 7.2*
COc1cccc(C(c2sc3nc(C)nn3c2O)N2CCC3(CC2)OCCO3)c1 (centres undefined) | -8 | -0.1 | 0.1 | -6 | -4 | 104 | · | 18 | ·
O=C(Nc1c(C(=O)N2CCCCC2)cnn1-c1ccccc1)c1ccccc1 | -5 | 0.5 | -1.6 | 4 | 3 | 101 | -0.32 | 7 | -0.27
COc1ccc(NC(=O)C2CCC(=O)N2S(=O)(=O)c2ccc(C)cc2)c(OC)c1 (centres undefined) | 8 | -0.8 | -0.5 | -1 | · | 112 | -0.025 | 12 | -0.088
Cc1ccc(NC(=O)N(Cc2ccc3c(c2)OCO3)Cc2cc3cc4c(cc3[nH]c2=O)OCCO4)cc1 | -3 | -1.0 | -0.9 | 8 | -18 | 82 | -0.32 | 22 | 0.63
Cc1noc(/C=C/c2ccco2)c1S(=O)(=O)N1CCC(C(=O)N2c3ccccc3CC2C)CC1 (centres undefined) | 23 | -0.5 | -0.3 | 4 | -14 | 90 | -0.4 | -2 | -0.61
O=C(CSCC(=O)N1CCCCC1)Nc1nc(-c2ccc(Cl)s2)cs1 | -1 | 1.5 | -1.5 | 1 | 42 | 96 | -0.59 | -7 | 4.8*
